FN deposit inh – inhibitors of fibronectin matrix deposition, primary screen, AH1F cells, Alexa488-fibronectin fluorescence, plate reader; inhibition, % at 12.6 µM; AID 743247, 2014; AH1F fibroblasts, overnight; actives 0.086% (n = 350,000);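 active = mean inhibition across replicates of 30% or more, regardless of how many single replicates reach that level; inconclusive = mean under 30% yet at least half of replicates reach 30%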;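 note: positive control wells lacked labelled fibronectin entirely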
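Material: AH1F fibroblast monolayer depositing Alexa488-labelled fibronectin into matrix / Amount: 10000 AH1F cells per well / Signal: fluorescence 485/525 nm / Medium: DMEM, 2% serum / Compound: single dose, pinned / Incubation: 1 h cell adhesion before compound, then overnight fibronectin incubation / Reagent: Alexa488-FN, 24 nM final / Read-out: inhibition of fibronectin deposition signal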
Statin myotox sup – suppressors of statin myotoxicity in C2C12 myotubes, primary screen, cell-based, single point, plate reader | actives 0.78% (n = 330,000) | AID 602340, 2012 | C2C12 myotubes + simvastatin, ATP luminescence, 48 h; scaled: DMSO 0, geranylgeraniol control 100 | rescue of ATP level, % at 7.49 µM;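 active = mean ATP rescue above about 67%, or every replicate alone reaching that limit, limit read from the data, passing the limit was not always enough; inconclusive = no clear call, values can overlap the other calls; inactive = mean under the limit and some replicate under it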;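 note: myotubes were challenged with 10 µM simvastatin during compound exposure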
S100A4 inh HTS – inhibitors of S100A4-myosin IIA peptide binding, primary screen, biochemical, fluorescence polarization, TAMRA-MyoIIA peptide; Protein S100-A4 (Homo sapiens), P26447; inhibition, % at 10.7 µM; actives 0.14% (n = 360,000);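 active = mean inhibition of at least 70% across replicates, with every replicate also reaching that level; inconclusive = mean inhibition reaches 70% but some replicates fall short; inactive = mean inhibition below 70%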
Target sequence (P26447 whole entry, looked up): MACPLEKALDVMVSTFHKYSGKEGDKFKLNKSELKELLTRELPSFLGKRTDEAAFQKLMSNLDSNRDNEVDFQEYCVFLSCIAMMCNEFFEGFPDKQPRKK
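Material: human S100A4 monomer with TAMRA-labelled myosin IIA peptide; buffer or medium: HEPES pH 7.2 with CaCl2, KCl, NaCl, DTT, Triton; compound dosing: one concentration per compound; schedule: 5 min incubation before reading; benchmarks: neutral control DMSO, positive control TFP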
SIRT5 inh – SIRT5 desuccinylase inhibitors, primary screen, biochemical, fluorescence imaging, single point, set 5; Purified SirT5, succinyl-peptide AMC, trypsin-coupled fluorescence; actives 1.1% (n = 330,000); NAD-dependent protein deacylase sirtuin-5, mitochondrial (Homo sapiens), Q9NXA8; inhibition, % at 15 µM; in the data active = inhibition above about 15%; inconclusive = no clear call, values can overlap the other calls
Target sequence (Q9NXA8 whole entry, looked up): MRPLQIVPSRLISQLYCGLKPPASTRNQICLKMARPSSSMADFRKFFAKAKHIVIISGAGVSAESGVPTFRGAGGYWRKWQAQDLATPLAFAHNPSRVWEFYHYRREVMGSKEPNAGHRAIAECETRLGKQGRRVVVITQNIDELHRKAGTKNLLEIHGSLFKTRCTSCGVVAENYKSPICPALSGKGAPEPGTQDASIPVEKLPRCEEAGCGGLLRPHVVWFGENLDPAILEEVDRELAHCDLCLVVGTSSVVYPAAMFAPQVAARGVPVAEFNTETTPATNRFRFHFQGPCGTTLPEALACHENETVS
esBAF inh – Bmi1 luciferase reporter increase in mESCs, primary screen, esBAF inhibitor project, mouse ES cells, Bmi1 luciferase knock-in, single point; 24 h; 100% = twice the neutral-well signal; reporter increase, % at 12.5 µM; actives 2% (n = 350,000); AID 602393, 2012; in the data active = activation above about 40%; inconclusive = no clear call, values can overlap the other calls;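 note: 0% = median of the plate's neutral control wells and 100% = double that signal; a rise in the Bmi1 reporter signal indicates esBAF inhibition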
Casp6 inh – human caspase-6 inhibitors, primary screen, biochemical, VEID-R110 fluorescence, single point, set 2; P55212; purified caspase-6, Z-VEID-R110 cleavage fluorescence; inhibition, % at 12.5 µM; actives 0.53% (n = 350,000); AID 686996, 2013;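 active = mean inhibition across replicates at least about 35%, with every replicate also reaching that limit, limit read from the data; inconclusive = only one of the two criteria met; inactive = neither criterion met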;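 note: 0% = median of neutral control wells and 100% = no fluorescence left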
Target sequence (P55212 24-179 limits assumed): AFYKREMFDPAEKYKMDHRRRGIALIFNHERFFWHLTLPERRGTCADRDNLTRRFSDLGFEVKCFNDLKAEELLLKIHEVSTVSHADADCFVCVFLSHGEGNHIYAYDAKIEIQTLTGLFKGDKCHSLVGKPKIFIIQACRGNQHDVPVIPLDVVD
Target sequence (P55212 194-293 limits assumed): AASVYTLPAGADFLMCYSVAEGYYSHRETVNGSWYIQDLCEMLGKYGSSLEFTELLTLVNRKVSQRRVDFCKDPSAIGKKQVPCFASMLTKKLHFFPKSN
LGR2 inh – inhibitors of bursicon-induced LGR2 CRE-luciferase signal, primary screen, cell-based, HEK293, CRE-luciferase reporter, bursicon stimulation; Drosophila bursicon receptor LGR2 (rickets); bursicon-stimulated, 4 h; inhibition, % at 9.99 µM; actives 0.35% (n = 380,000);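 active = drop in luminescence signal, shown as inhibition above about 50% in the replicate tests, limit read from the data, passing the limit was not always enough; inconclusive = probably only some replicates passing the limit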;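 note: agonist challenge used bursicon conditioned medium at about half maximal strength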
An asterisk follows results filed as active; ? = inconclusive; nt = not tested or not shown; & = joins results of further samples.

SMILES	FN deposit inh	Statin myotox sup	S100A4 inh HTS	SIRT5 inh	esBAF inh	Casp6 inh	LGR2 inh
CSc1nnc(-c2cccc(NC(=S)NN)c2)o1	3	nt	-2	-2	nt	-1	11
COc1ccccc1-c1noc(CCC(=O)Nc2cccnc2)n1	3	10	-1	nt	-3	0	-9
Cc1cc(C(=O)COC(=O)Cc2n[nH]c(=O)c3ccccc23)c(C)n1CC(F)(F)F	-2	2	6	-4	12	2	1
CCOCCCn1c(SCC(=O)NC(C)C)nc2ccccc2c1=O	nt	6	nt	nt	-8	nt	14
COc1ccc(C(=O)CSc2nnn(-c3cccc(NC(C)=O)c3)n2)cc1	-2	-6	-1	7	?	-4	nt
Cn1cnc(CCNC(=O)C[C@H]2CC[C@@H]3[C@H](COC[C@H](O)CN3C(=O)Nc3ccc(F)cc3)O2)c1	-7	-16	3	9	2	-1	-20
O=C(NCC[C@@H]1CC[C@H](NC(=O)C2CCCC2)[C@@H](CO)O1)Nc1ccc(Cl)cc1	15	0	-3	-7	21	-3	-10
C[C@@H]1CCCCO[C@@H](CN(C)S(=O)(=O)c2ccc(Cl)cc2)[C@H](C)CN([C@H](C)CO)C(=O)c2cc(NC(=O)Cc3ccccc3)ccc2O1	nt	nt	-2	10	14	-1	9
CCOC(=O)CNC(=O)C1c2ccccc2Oc2ccccc21	2	6	-10	1	-11	0	4
COc1ccccc1NC(=O)CSc1nc(C)c2c(c1C#N)CCCC2	19	4	0	-3	-9	2	0
COc1ccc(NC(=O)C2(C)Cc3c(-c4ccc5c(c4)OCO5)ccnc3O2)cc1OC (stereo not drawn)	11	3	-7	-6	3	1	-18
CCN(CC(=O)Nc1ccc(NC(C)=O)cc1)CC(=O)Nc1cc(C)on1	7	3	-4	-1	2	10	-13

Next section; it opens with the two that closed the last part.
SMILES	FN deposit inh	Statin myotox sup	S100A4 inh HTS	SIRT5 inh	esBAF inh	Casp6 inh	LGR2 inh
COc1ccc(NC(=O)C2(C)Cc3c(-c4ccc5c(c4)OCO5)ccnc3O2)cc1OC (stereo not drawn)	11	3	-7	-6	3	1	-18
CCN(CC(=O)Nc1ccc(NC(C)=O)cc1)CC(=O)Nc1cc(C)on1	7	3	-4	-1	2	10	-13
COc1cccc2c1C(=O)c1c(O)c3c(c(O)c1C2=O)C[C@@](O)(C(=O)CO)C[C@@H]3OC1CC(N)C(O)C(C)O1 (stereo partly drawn)	-1	nt	187*	nt	nt	-4	nt
O=C(O)CC(CN1C(=O)c2ccccc2C1=O)c1ccccc1 (stereo not drawn)	-2	-11	-6	-2	-10	-2	2
Cc1ccc(CSCCNC(=O)c2ccc(Cl)c(S(=O)(=O)N3CCOCC3)c2)cc1	3	17	nt	nt	3	nt	nt
C[C@@H]1CN([C@H](C)CO)C(=O)c2cccc(NC(=O)Nc3cccc4ccccc34)c2O[C@H]1CN(C)C(=O)Nc1cccc2ccccc12	nt	nt	-15	0	4	-1	4
CC(OC(=O)Cc1c[nH]c2ccccc12)C(=O)N(C)c1ccccc1 (stereo not drawn)	5	10	-3	-1	-1	0	-3
Fc1ccc2nc3c(nc2c1)CCCC3	15	2	-2	-4	1	3	-4
O=C(CCNS(=O)(=O)c1ccc(OC(F)(F)F)cc1)N1CCN(C/C=C/c2ccccc2)CC1	-3	nt	-4	1	nt	1	14
O=C(Nc1nccs1)[C@@H]1CCCN1S(=O)(=O)c1ccccc1F	5	nt	10	4	nt	1	9
Fc1cccc(Cc2c(-c3ccc(Cl)cc3)nc3c(Cl)cc(C(F)(F)F)cn23)c1	-7	5	-3	-2	-2	-2	1
COc1ccc2c3c(n(C)c2c1)[C@H](CO)N(C(=O)CC1CC1)CC31CN(C(=O)CC2CC2)C1	nt	nt	7	-1	nt	2	3
Cc1cc(Cn2nc(C(=O)NCc3cccc(Br)c3)cc2-c2ccccc2)on1	17	6	8	nt	-6	-2	3
C/C(=N\O)c1cccc(Br)c1	-2	13	9	0	-3	-1	-10
S=C1NCN(Cc2ccco2)CN1	1	nt	-1	-4	nt	-1	-10
COc1ccc(C2(NC(C)=O)CCN(C(=O)c3ccco3)CC2)cc1	nt	-1	nt	nt	-8	nt	4
Cc1ccc(-c2cnc3c(c2)C(=O)N([C@@H](C)CO)C[C@H](C)[C@H](CN(C)CC2CCOCC2)O3)cc1	nt	18	-2	1	-1	-2	-8
COc1ccc(-c2oc3ccccc3c(=O)c2OC(C)=O)cc1	9	-6	3	-39	75*	3	-9
Nc1ccc(S(=O)(=O)Nc2ccccn2)cc1	8	4	-3	0	7	nt	-3
C=CCc1cc2c(oc(=O)c3ccccc32)c(C)c1O	-6	2	-3	-4	-2	4	-8
COc1ccccc1-n1nnnc1SCC(=O)NC1CCCC1	nt	9	nt	nt	5	nt	18
CCc1nc(C)c(-c2ccccc2)c(=O)[nH]1	0	7	nt	nt	0	nt	16
C[C@H](CO)N1C[C@H](C)[C@H](CN(C)S(=O)(=O)c2ccc(F)cc2)Oc2ccc(NC(=O)Nc3ccc(F)cc3)cc2C1=O	nt	2	2	11	2	nt	1
COc1ccc(N(C(=O)Cn2cnc3ccccc32)C(C(=O)NC2CCCCC2)c2ccccc2)cc1 (stereo not drawn)	-1	40	nt	nt	-3	nt	nt
COc1ccc(C)cc1S(=O)(=O)Nc1cc(Cl)ccc1Cl	nt	35	nt	nt	-3	nt	6
COc1ccc(NC(=O)CC(C)NCCCN2CCCC2=O)cc1 (stereo not drawn)	2	-7	2	-6	13	-3	18
CO[C@H]1CN(C)C(=O)c2cc(NC(C)=O)ccc2OC[C@H](C)N(C(=O)C2CCC2)C[C@@H]1C	-8	4	0	-4	-2	1	13
CNC[C@@H]1OCCCC[C@H](C)Oc2ccc(NS(=O)(=O)c3ccc(OC)cc3)cc2C(=O)N([C@H](C)CO)C[C@@H]1C	nt	50	nt	nt	3	nt	5
O=C(C[C@@H]1CC[C@@H](NC(=O)c2ccncc2)[C@H](CO)O1)NCc1ccncn1	nt	nt	-10	-10	nt	-3	-18
O=C(CC1Sc2ccccc2NC1=O)Nc1cccc(-c2nnc3n2CCCCC3)c1 (stereo not drawn)	-1	7	nt	nt	17	nt	nt
O=C(NCc1cccc(C(F)(F)F)c1)c1csc([C@@H]2O[C@H](CO)[C@H](O)[C@H](O)[C@H]2O)n1	1	-5	-3	nt	-4	1	4
O=C1C(Cl)=C(Nc2ccccc2O)C(=O)N1CCc1ccccc1	-24	6	nt	nt	62*	nt	0
Cc1cccc(Oc2ccc(NS(=O)(=O)c3ccc(C)c(C(=O)O)c3)cc2)c1	-3	4	-9	-4	3	4	-15
CNC(=O)C1CC(=O)N(c2ccc(OCC(=O)N3CCCC3)cc2)C1 (stereo not drawn)	3	2	2	0	-5	-1	8
COc1ccccc1S(=O)(=O)N1CC[C@@H]2[C@H]1c1cc(-c3cccc(C#N)c3)ccc1N(C)[C@H]2CO	4	-26	nt	nt	-2	nt	9
O=C([C@H]1[C@H](CO)[C@H]2Cn3c(ccc(C4=CCCC4)c3=O)[C@H]2N1Cc1nccs1)N1CCOCC1	nt	-13	8	6	-11	0	11
Cc1ccc(-n2nnc(-c3ccnc4ccccc34)n2)cc1	-13	-5	-2	nt	69*	1	-53
CCOc1ccc(NC(=O)CN(C)C(=O)c2ccc(=O)[nH]c2)cc1OCC	nt	5	6	2	-2	0	10
CC(C)NC[C@@H](O)COc1cccc2ccccc12	-2	4	1	-7	2	-5	-1
C[C@@H]1NC(=O)[C@H](CCC(N)=O)NC(=O)c2cc([N+](=O)[O-])cc(I)c2NCCC[C@@H](C(N)=O)NC1=O	2	2	10	-7	-1	1	4
Cc1ccc(S(=O)(=O)N(CC(=O)NCc2ccncc2)C2CCCCC2)cc1	3	6	nt	nt	-7	nt	nt
COc1ccc(NC(=O)N(C)C[C@H]2Oc3ccc(NS(=O)(=O)c4ccc(Cl)cc4)cc3C(=O)N([C@@H](C)CO)C[C@H]2C)cc1	-14	nt	26	5	-7	-5	1
COc1cccc(C(C)NC(=S)NCc2ccc(Cl)cc2)c1 (stereo not drawn)	nt	nt	-2	nt	nt	3	24
COc1cccc(C2=CC(=O)CC(c3ccco3)C2)c1 (stereo not drawn)	10	0	-4	4	5	-4	nt
Cc1ccc(C(CNS(=O)(=O)c2ccc(F)cc2C)N2CCN(C)CC2)cc1 (stereo not drawn)	-12	-14	3	-2	-8	-4	-3
NS(=O)(=O)c1ccc(NC(=O)c2cccc3cc4ccccc4nc23)cc1	2	nt	-7	-1	nt	2	10
C[C@@H]1CN([C@H](C)CO)C(=O)c2cc(NC(=O)CCCN(C)C)ccc2O[C@@H]1CN(C)C(=O)Nc1ccc(F)cc1	nt	7	5	0	3	-1	11
Cc1cc(SCC(=O)NC(=O)c2cccn2C)nc2ccccc12	13	nt	2	-2	nt	3	-3
COc1cc2c(cc1OC)CN(C(=O)c1cccc(S(=O)(=O)N3CCc4ccccc43)c1)CC2	6	-5	4	-3	2	2	17
CCC(=O)N(C)C[C@@H]1Oc2cc(C3=CCCC3)ccc2S(=O)(=O)N([C@@H](C)CO)C[C@H]1C	nt	-22	-36	0	-1	1	-17
Cc1cccc(C(=O)C(O)(c2ccccc2)C2CCCCC2=O)c1 (stereo not drawn)	13	nt	10	-7	nt	-3	3
O=C(CN1CCN(Cc2ccccc2)CC1)N1N=CCC1c1ccccc1 (stereo not drawn)	-6	nt	3	0	nt	-1	14
C[C@@H]1CN([C@@H](C)CO)C(=O)CCCn2nncc2CO[C@H]1CN(C)S(=O)(=O)c1ccc(-n2cccn2)cc1	0&4	-1&7	3&-12	1&-1	-5&3	3&0	-3
Cc1ccc(-c2ccc3c(c2)O[C@H](CN(C)C(=O)C2CC2)[C@H](C)CN([C@H](C)CO)S3(=O)=O)cc1	-4	-8	19	4	-11	1	0
Cn1nc(C(F)(F)F)c(-c2ccc(Br)cc2)c1NC(=O)Nc1ccc(F)cc1F	4	nt	0	-1	nt	0	13
CCCc1nc2ccccc2c(C(=O)OCC(=O)NCc2ccco2)c1CC	-4	6	nt	nt	-5	nt	nt
COc1ccc2c(CC(=O)OCC(=O)N3CCc4ccccc43)coc2c1	1	7	nt	nt	-1	nt	nt
CC(C)c1ccc(C(=O)Nc2ccc(CN3CCOCC3)cc2)cc1	-9	-66	-2	-1	12	-1	-26
Cc1cc(C)c2ccc(=O)n(CC(=O)N/N=C/c3ccccc3Cl)c2n1	5	1	-3	-3	2	-2	nt
O=c1cc(Br)c(O)c(Br)cc1Br	-6	-1	-3	9	-5	91*	8
C[C@@H]1CN([C@H](C)CO)C(=O)c2cccc(NC(=O)Nc3ccc(C(F)(F)F)cc3)c2O[C@@H]1CN(C)Cc1ccc(Oc2ccccc2)cc1	19	nt	-5	1	4	5	24
Cc1ccc(N2C(=O)N(CC(=O)NC(N)=O)C(=O)C2C)cc1 (stereo not drawn)	nt	nt	1	0	nt	-2	5
C[C@H](CO)N1C[C@H](C)[C@H](CN(C)C(=O)Nc2ccc3c(c2)OCO3)Oc2c(NC(=O)c3ccc(-c4nccs4)cc3)cccc2C1=O	nt	-1	2	11	2	-1	-15
O=C(O)c1ccc(C(=O)c2ccc3c(c2)C(=O)N(Cc2ccco2)C3=O)cc1	nt	110*	nt	nt	3	nt	-21
COc1ccc2c(c1)cc1n2CCN=C1NN	-7	-2	nt	nt	11	nt	nt

Compound activity from PubChem BioAssay.

Only part of the results is shown; rates above refer to the full screens.
